High-throughput results as filed in PubChem BioAssay.
IDH1 R132H inh: blocks human IDH1 R132H reductase activity; O75874; diaphorase/resazurin fluorescence, 60 min; inhibition, % at 10 µM; hit rate 0.18% among 70,000; in the data active = inhibition above about 34%;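 note: 0% = DMSO and 100% = no enzyme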
Target sequence (O75874 whole entry R132H): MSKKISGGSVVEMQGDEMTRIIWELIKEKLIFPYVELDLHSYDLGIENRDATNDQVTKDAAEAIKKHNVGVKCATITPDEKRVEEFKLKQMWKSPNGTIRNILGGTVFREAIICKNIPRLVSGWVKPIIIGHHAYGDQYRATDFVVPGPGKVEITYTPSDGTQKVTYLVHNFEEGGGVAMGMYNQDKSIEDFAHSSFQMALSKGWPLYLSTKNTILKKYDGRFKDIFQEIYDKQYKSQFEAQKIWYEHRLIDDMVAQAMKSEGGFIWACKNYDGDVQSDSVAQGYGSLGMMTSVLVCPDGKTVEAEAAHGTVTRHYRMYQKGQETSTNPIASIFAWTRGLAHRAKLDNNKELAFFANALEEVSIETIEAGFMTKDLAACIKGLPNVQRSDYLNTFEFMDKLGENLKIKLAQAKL
EZH2 inh: blocks human EZH2/PRC2 H3K27 methylation; hit rate 0.35% among 57,000; DELFIA TRF, 1 h; inhibition, % at 12.5 µM;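 active = mean inhibition of replicates at least 50% and every single replicate also reaching 50%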;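 note: dimethyl H3K27 on biotinylated H3 21-44 peptide detected by antibody; plate controls were median neutral control wells for no effect and median positive control wells for full effect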
An asterisk follows results filed as active; . = not tested or not shown; & = joins results of further samples. These rows are one share of the data; count on the stated rates, not on these rows.

SMILES	IDH1 R132H inh	EZH2 inh
C[C@@H]1CN([C@H](C)CO)C(=O)Cc2cc(NS(C)(=O)=O)ccc2O[C@H]1CN(C)Cc1ccc(C(=O)Nc2ccccc2N)cc1	0.6	-18
C[C@@H](O)C#Cc1ccc2c(c1)O[C@@H](CN(C)Cc1ccccc1)[C@@H](C)CN([C@@H](C)CO)S2(=O)=O	-0.5	7
C[C@H](CO)N1C[C@H](C)[C@H](CN(C)Cc2ccncc2)Oc2ccc(NS(=O)(=O)c3ccc(F)cc3)cc2CC1=O	11	1
C[C@@H]1CN([C@H](C)CO)C(=O)c2cc(NC(=O)c3ccncc3)ccc2O[C@@H]1CN(C)S(=O)(=O)c1ccc(Cl)cc1	9.7	7
O=C(NCC[C@@H]1CC[C@H](NS(=O)(=O)c2cccc(F)c2)[C@H](CO)O1)C1CCOCC1	0.0	4
C=CCN1C(=O)[C@]2(O[C@H](CCO)[C@@H]([Si](C)(C)c3ccc(OC)cc3)[C@@H]2C)c2cc(N3CCCCC3=O)ccc21	-0.3	0
COc1ccc(NC(=O)Nc2ccc3c(c2)C(=O)N([C@H](C)CO)C[C@@H](C)[C@@H](CN(C)C)O3)cc1	2.2	-1
C[C@H]1CN([C@@H](C)CO)C(=O)Cc2cc(NS(=O)(=O)c3cccs3)ccc2O[C@H]1CN(C)S(=O)(=O)c1ccccc1	0.7	.
CN(C)C(=O)C[C@H]1C[C@@H]2c3cc(NS(C)(=O)=O)ccc3O[C@@H]2[C@@H](CO)O1	0.9	-2
CCC(=O)Nc1ccc2c(c1)OC[C@@H](C)NC[C@@H](C)[C@H](OC)CN(C)C2=O	-0.4	-3
Cc1noc(C)c1S(=O)(=O)N(C)C[C@H]1Oc2ccc(NC(=O)C3CC3)cc2CC(=O)N([C@H](C)CO)C[C@H]1C	2.3	.
CNC[C@@H]1Oc2ncc(C#Cc3ccc(OC)c(OC)c3)cc2C(=O)N([C@H](C)CO)C[C@@H]1C	0.4	-6
O=C(NCc1cccnc1)C1CC(c2ccc(Cl)c(Cl)c2)=NO1 (stereo not drawn)	3.1	3
COc1cc(NC(=O)CSc2nnc(C)s2)cc(OC)c1OC	-1.4	.
C[C@@H]1CN([C@@H](C)CO)C(=O)c2cc(C#CC3CCCCC3)cnc2O[C@H]1CN(C)C	-2.4	-17
C[C@@H](NC(=O)C[C@H]1C=C[C@@H](NC(=O)Cc2ccccn2)[C@@H](CO)O1)c1ccccc1	0.3	6
C[C@H]1CN([C@@H](C)CO)C(=O)c2cc(NC(=O)CCN3CCOCC3)ccc2O[C@H]1CN(C)Cc1ccc(C(=O)O)cc1	2.1	.
Cc1noc(C)c1S(=O)(=O)Nc1cccc2c1O[C@H](CN(C)C)[C@H](C)CN([C@H](C)CO)C2=O	1.4	0
CCCNC(=O)Nc1ccc2c(c1)OC[C@@H](C)N(CC1CCCC1)C[C@H](C)[C@@H](OC)CN(C)C2=O	0.4	-12
C[C@@H]1CCCCO[C@@H](CN(C)CC2CC2)[C@@H](C)CN([C@H](C)CO)C(=O)c2cc(NC(=O)c3ccccc3)ccc2O1	4.1	.
COc1ccccc1C(=O)Nc1ccc2c(c1)C(=O)N(C)C[C@@H](OC)[C@H](C)CN(C)[C@H](C)CO2	-0.6	-7
C[C@@H]1CN([C@H](C)CO)C(=O)Cc2cc(NC(=O)Nc3ccccc3)ccc2O[C@H]1CN(C)S(=O)(=O)c1ccc(F)cc1	0.1	-18
C[C@H](CO)N1C[C@H](C)[C@H](CN(C)C(=O)Nc2ccc3c(c2)OCO3)Oc2ccc(N(C)C)cc2C1=O	0.8	0
C[C@@H]1CN([C@H](C)CO)C(=O)Cc2cc(NC(=O)Nc3ccc4c(c3)OCO4)ccc2O[C@H]1CN(C)S(=O)(=O)c1ccc(Cl)cc1	0.1	.
CCCC#Cc1ccc2c(c1)O[C@H](CN(C)C)[C@@H](C)CN([C@@H](C)CO)S2(=O)=O	-0.7	-4
Cc1ccc(S(=O)(=O)N(C)C[C@H]2Oc3ccc(NS(=O)(=O)c4c(C)noc4C)cc3C(=O)N([C@H](C)CO)C[C@@H]2C)cc1	-3.1	.
CCN(CC)c1nc(Nc2ccccc2)nc(Oc2ccc(=O)[nH]n2)n1	0.1	8
Cc1ccc(Cl)cc1NC(=O)CSc1nc2c(c(C(F)(F)F)c1C#N)CCCC2	0.1	2
COc1ccc(CN(C)C[C@H]2Oc3c(NC(=O)c4ccc(-c5nccs5)cc4)cccc3C(=O)N([C@H](C)CO)C[C@H]2C)cc1	-9.6	-2
CC(=O)N[C@H]1[C@H](O/N=[N+](\[O-])N2CCCC2)OC(CO)[C@@H](O)[C@@H]1O (stereo partly drawn)	.	2
C[C@@H]1CCCCO[C@H](CN(C)C(=O)Nc2ccccc2)[C@@H](C)CN([C@H](C)CO)C(=O)c2cc(NC(=O)CCC(F)(F)F)ccc2O1	2.2	.
CO[C@H]1CN(C)C(=O)c2cc(NC(C)=O)ccc2OC[C@@H](C)N(C(=O)CN2CCOCC2)C[C@H]1C	-0.2	2
Cc1noc(C)c1NC(=O)Nc1ccc2c(c1)C(=O)N([C@@H](C)CO)C[C@H](C)[C@H](CN(C)Cc1ccc(C(=O)O)cc1)OCCCC[C@@H](C)O2	-5.4	.
Cc1ccc(S(=O)(=O)N(C)C[C@H]2Oc3ccc(NC(=O)CCN4CCOCC4)cc3C(=O)N([C@@H](C)CO)C[C@@H]2C)cc1	0.0	-20
C[C@H]1CN([C@@H](C)CO)C(=O)Cc2cc(NC(=O)CCCN(C)C)ccc2O[C@@H]1CN(C)S(=O)(=O)c1cn(C)cn1	-1.3	.
CC(C)NC(=O)N(C)C[C@@H]1Oc2ncc(C#CC3CC3)cc2C(=O)N([C@H](C)CO)C[C@H]1C	-0.6	1
C[C@H](CO)N1C[C@H](C)[C@H](CN(C)Cc2cccnc2)Oc2ncc(/C=C/c3ccccc3)cc2C1=O	0.0	-28
C[C@@H]1CN([C@H](C)CO)C(=O)c2cc(Br)cnc2O[C@H]1CN(C)C(=O)c1ccc(F)cc1	-0.1	-3&10
COc1ccc(NC(=O)N(C)C[C@@H]2Oc3ccc(NC(=O)CCCCCC(=O)Nc4ccccc4N)cc3CC(=O)N([C@@H](C)CO)C[C@H]2C)cc1	2.3	.
CCCN(C)C[C@H]1Oc2cc(Br)ccc2S(=O)(=O)N([C@@H](C)CO)C[C@H]1C	-2.4	-9
COCC(=O)N(C)C[C@@H]1Oc2ncc(-c3ccccc3C)cc2C(=O)N([C@@H](C)CO)C[C@@H]1C	0.1	-6
COc1ccc(-n2c(C)c(C(C)=O)c3cc(OCC(N)=O)ccc32)cc1	0.0	24
C[C@@H]1CN([C@H](C)CO)C(=O)Cc2cc(NC(=O)CCC(F)(F)F)ccc2O[C@@H]1CN(C)C(=O)NC1CCCCC1	.	1
C[C@@H]1CN([C@H](C)CO)C(=O)Cc2cc(NS(=O)(=O)c3ccccc3)ccc2O[C@H]1CN(C)S(=O)(=O)c1ccc(Cl)cc1	-0.1	.
Cc1ccc(-c2nnc(SCC(=O)Nc3ccccc3F)n2C)cc1	-0.4	-2
COCC(=O)N(C)C[C@H]1Oc2ncc(C#Cc3ccc(OC)cc3)cc2C(=O)N([C@H](C)CO)C[C@H]1C	-4.2	-8
COc1ccc(C)cc1S(=O)(=O)N(CC(=O)O)c1ccccc1	-0.7	7
OC(CN1CCN(c2cccc(Cl)c2)CC1)C(c1ccccc1)c1ccccc1 (stereo not drawn)	-0.4	.
COC(=O)c1cccc(O)c1C(=O)c1c(O)cc(C)cc1O	2.0	.
CCCC(=O)Nc1ccc2c(c1)C(=O)N(C)C[C@@H](OC)[C@@H](C)CN(C(=O)c1ccccn1)[C@H](C)CO2	-0.4	1

More structures.
SMILES	IDH1 R132H inh	EZH2 inh
C[C@@H]1CN([C@H](C)CO)C(=O)c2cc(NS(=O)(=O)c3ccc(Cl)cc3)ccc2O[C@@H]1CN(C)C(=O)Nc1cccc2ccccc12	-0.1	.
CO[C@H](CN(C)S(=O)(=O)c1ccc(C)cc1)[C@@H](C)CN(Cc1ccccc1Cl)[C@H](C)CO	-0.6	25
C[C@@H]1CCCCO[C@H](CN(C)S(=O)(=O)c2ccc(Cl)cc2)[C@@H](C)CN([C@H](C)CO)C(=O)c2cc(NC(=O)CCC(F)(F)F)ccc2O1	-0.9	.
COc1cc(NC(=O)COc2ccc(Cl)cc2Cl)ccc1NC(=O)c1ccccc1Cl	-0.5	0
CO[C@@H]1CN(C)C(=O)c2ccc(NS(=O)(=O)c3ccc(C)cc3)cc2OC[C@H](C)N(C(=O)NC(C)C)C[C@H]1C	-0.4	7
C[C@H]1CN([C@@H](C)CO)C(=O)Cc2cc(NC(=O)Nc3ccc(C(F)(F)F)cc3)ccc2O[C@H]1CN(C)C	.	0
CCCC(=O)Nc1ccc2c(c1)OC[C@H](C)N(CC1CCOCC1)C[C@H](C)[C@H](OC)CN(C)C2=O	-0.2	8
C[C@H]1CCCCO[C@H](CN(C)S(=O)(=O)c2ccc(Cl)cc2)[C@@H](C)CN([C@@H](C)CO)C(=O)c2cc(NS(=O)(=O)c3ccccc3)ccc2O1	-0.8	.
C[C@@H]1CN([C@@H](C)CO)C(=O)c2cc(NS(=O)(=O)c3ccc(Cl)cc3)ccc2O[C@@H](C)CCCCO[C@@H]1CN(C)Cc1ccc(C(F)(F)F)cc1	-0.6	.
C[C@@H]1CCCCO[C@H](CN(C)C(=O)Nc2ccc(F)cc2)[C@H](C)CN([C@H](C)CO)C(=O)c2cc(NC(=O)Cc3ccccc3)ccc2O1	-19	.
C[C@H]1CN([C@@H](C)CO)C(=O)c2cc(NC(=O)C3CCCCC3)ccc2O[C@@H]1CN(C)S(=O)(=O)c1ccccc1	0.1	-3
COc1ccc(S(=O)(=O)Nc2ccc3c(c2)C(=O)N([C@H](C)CO)C[C@@H](C)[C@H](CN(C)Cc2ccc4c(c2)OCO4)OCCCC[C@@H](C)O3)cc1	0.3	.
CC(C)NC(=O)N(C)C[C@H]1Oc2c(cccc2N(C)C)C(=O)N([C@H](C)CO)C[C@@H]1C	.	-3
Cc1ccccc1-c1cnc2c(c1)C(=O)N([C@@H](C)CO)C[C@H](C)[C@@H](CN(C)C(=O)c1cccnc1)O2	.	13
CO[C@H]1CN(C)C(=O)c2ccc(NC(C)=O)cc2OC[C@H](C)N(C(=O)c2ccccc2F)C[C@H]1C	.	-26
CCOC(=O)c1c(NC(=O)Cn2cc([N+](=O)[O-])cn2)sc2c1CCC2	-0.2	-1
COC(=O)Cc1c(C)nc2nc(COc3ccccc3)[nH]n2c1=O	0.2	13
Cc1noc(C)c1NC(=O)N(C)C[C@@H]1OCCCC[C@@H](C)Oc2ccc(NC(=O)NC3CCCCC3)cc2C(=O)N([C@H](C)CO)C[C@@H]1C	6.8	.
C[C@H](CO)N1C[C@H](C)[C@@H](CN(C)S(=O)(=O)c2cccs2)Oc2ccc(NC(=O)Cn3cnnn3)cc2C1=O	1.7	.
C[C@H](CO)N1C[C@H](C)[C@@H](CN(C)Cc2ccccc2)OCCCC[C@H](C)Oc2ccc(NS(=O)(=O)c3ccccc3)cc2C1=O	-0.5	.
COc1cc(S(=O)(=O)n2nnc3ccccc32)c(OC)cc1Cl	-0.2	-5
O=C(C[C@H]1CC[C@@H](NC(=O)c2ccccc2)[C@@H](CO)O1)NCc1ccncn1	-0.1	8
O=C(CN1C(=O)COc2ccc(Cl)cc21)Nc1ccc(N2CCOCC2)cc1	-0.2	-1
O=C1CC(CSc2nnnn2-c2ccccc2)=NN1	-0.2	2
O=C(C[C@H]1C=C[C@H](NC(=O)C2CCC2)[C@H](CO)O1)NC1CCCCC1	0.2	12
CN(C)Cc1cn(CC[C@@H]2CC[C@@H](NC(=O)Nc3ccc4c(c3)OCO4)[C@@H](CO)O2)nn1	-0.2	-2
C[C@@H]1CN([C@H](C)CO)C(=O)c2cccc(NC(=O)c3cnccn3)c2O[C@@H]1CN(C)S(=O)(=O)c1cn(C)cn1	2.0	.
